# Compound activity: PubChem BioAssay, several laboratories
# bIAP inh – blocks bovine intestinal alkaline phosphatase activity. purified bovine IAP, CDP-star luminescence, 30 min. inhibition, % at 20 µM. 190,000 tested, under 10 active. AID 1019;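 active = over 50% inhibition of intestinal alkaline phosphatase at 20 µM in the single-dose screen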
#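 Assay system – bovine IAP enzyme · Quantity – bovine IAP at 1/65,000,000 final dilution · Detection – CDP-star luminescence signal · Times – 30 min reaction at room temperature · Also added – CDP-star substrate at 30 µM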
# L major viab – reduces viability of Leishmania major promastigotes; 200,000 tested, 9% active; AID 1063; inhibition, % at 10 µM; resazurin fluorescence viability; in the data active = inhibition above about 50%;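 note: promastigotes grown with compound for 44 hours at 28 °C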
# ROMK mod – human ROMK K+ channel modulation, primary screen; P48048; Tet-inducible ROMK, thallium flux fluorescence; actives lie on both sides; B-score at 10 µM; 130,000 tested, 2% active; AID 1918;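 active = signal ratio slope over the read window, or its plate-corrected B-score, at least 3 SD from the plate mean, either direction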;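 note: B-score of the F/F0 ratio slope over 7 to 12 s after thallium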
# Target sequence (P48048 whole entry, looked up): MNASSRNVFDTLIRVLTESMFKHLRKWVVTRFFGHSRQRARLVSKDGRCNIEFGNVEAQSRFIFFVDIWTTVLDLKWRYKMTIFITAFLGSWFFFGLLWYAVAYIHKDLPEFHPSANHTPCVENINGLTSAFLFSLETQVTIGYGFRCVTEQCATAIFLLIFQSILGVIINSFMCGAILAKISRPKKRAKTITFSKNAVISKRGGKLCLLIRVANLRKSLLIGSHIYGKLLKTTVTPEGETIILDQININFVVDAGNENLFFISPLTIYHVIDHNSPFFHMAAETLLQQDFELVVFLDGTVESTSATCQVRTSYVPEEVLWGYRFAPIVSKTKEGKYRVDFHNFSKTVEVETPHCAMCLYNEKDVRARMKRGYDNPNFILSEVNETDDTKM
# PPARg SRC-3 ag – PPARgamma-driven SRC-3 recruitment agonism | P37231 | biochemical PPARgamma/SRC-3 coactivator recruitment assay | activation, % at 8 µM | 200,000 tested, 0.26% active | AID 731; in the data active = activation above about 23%;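 note: 0% = DMSO and 100% = reference agonist; some compounds past the cut are filed as inactive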
# S1P3 antagonist – antagonists of human S1P3 receptor; AID 485; inhibition, % at 4.98 µM; CHO S1P3 NFAT-BLA reporter, FRET fluorescence, antagonist mode; 170,000 tested, 0.27% active;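 active = inhibition above the plate cutoff, the mean inhibition of test wells on that plate plus 3 SD, cut at about 28% in these data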;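 note: cells challenged with S1P at its EC80 of 0.8 µM; blue over green emission ratio from cleaved BLA substrate after 4 h stimulation; 0% = S1P-stimulated wells and 100% = unstimulated DMSO-only wells; some compounds past the cut are filed as inactive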
# Target sequence (Q99500 whole entry, looked up): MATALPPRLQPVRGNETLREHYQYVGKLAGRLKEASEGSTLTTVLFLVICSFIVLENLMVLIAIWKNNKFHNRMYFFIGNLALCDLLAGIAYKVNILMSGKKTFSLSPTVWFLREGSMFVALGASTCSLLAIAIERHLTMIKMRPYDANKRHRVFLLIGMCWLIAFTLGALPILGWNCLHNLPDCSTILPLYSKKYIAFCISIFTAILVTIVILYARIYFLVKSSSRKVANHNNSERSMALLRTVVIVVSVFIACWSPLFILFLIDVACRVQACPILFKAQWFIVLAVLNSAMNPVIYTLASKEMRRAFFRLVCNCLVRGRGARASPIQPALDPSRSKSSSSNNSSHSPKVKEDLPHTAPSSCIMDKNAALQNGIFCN
# PPARg SRC1 recr – PPARgamma-driven SRC-1 recruitment agonism. PPARgamma-SRC-1 coactivator recruitment biochemical assay. activation, % at 8 µM. P37231. 200,000 tested, 0.41% active; in the data active = activation above about 19%;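 note: 0% = DMSO and 100% = reference agonist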
# PPARg SRC2 recr – promotes SRC-2 coactivator recruitment by human PPARgamma; P37231; PPARgamma LBD-SRC-2 recruitment, biochemical; activation, % at 8 µM; 200,000 tested, 0.34% active; AID 1032; in the data active = activation above about 22%;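 note: 0% = vehicle and 100% = reference agonist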
# RAM inhibit – blocks the yeast RAM network | AID 868 | inhibition, % at 50 µM | 190,000 tested, 1.8% active | S. cerevisiae dse1pr::URA3 reporter, 5-FOA growth OD615, 2 d; analog-sensitive cbk1-as2 kinase mutant strain;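 active = inhibition above a set limit, 3 SD over mean compound inhibition, cut at about 8.4% in these data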;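 note: 0% = DMSO-only wells with no growth and 100% = 10 µM 1-NA-PP1 full growth; inhibition rescues growth on 5-FOA so higher OD means more RAM inhibition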
# TR-FRET SRC-2 ct – TR-FRET artefact, counter-screen to PPARgamma/SRC-2 agonist assay; 200,000 tested, 0.4% active; hits give high values; TR-FRET ratio at 8 µM; AID 1049; in the data active = TR-FRET ratio above about 2000; note: inactives centre near 1500; reference of the scale not given here
# HMGR II inh – inhibitors of class II HMG-CoA reductase from Enterococcus faecalis. purified E. faecalis HMGR, NADPH absorbance 340 nm kinetic. inhibition, % at 10 µM. 190,000 tested, 0.41% active;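 active = inhibition above a set limit, the median over all tested compounds plus 3 SD, cut at about 9.5% in these data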;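 note: enzyme runs in reverse so mevalonate oxidation gives rising NADPH absorbance; 0% = complete reaction with DMSO and 100% = background rate lacking mevalonate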
# DTT redox prof – compounds producing H2O2 with reducing agent – biochemical, NIH compound library profiling, artefact control for MLSCN library redox annotation, primary screen; DTT-dependent redox cycling H2O2, phenol red/HRP absorbance; 100% = 100 µM peroxide control, 0% = buffer; activation, % at 10 µM; 200,000 tested, 0.03% active; AID 878;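 active = activation of at least 50% relative to the plate's high and low controls in the primary single-dose screen; inactive = activation below 50%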;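 note: compound incubated with DTT at 0.8 mM final as the reducing agent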
# An asterisk follows results filed as active; . = not tested or not shown.
SMILES,bIAP inh,L major viab,ROMK mod,PPARg SRC-3 ag,S1P3 antagonist,PPARg SRC1 recr,PPARg SRC2 recr,RAM inhibit,TR-FRET SRC-2 ct,HMGR II inh,DTT redox prof
O=C1NC(=O)C2(CCC(C(=O)O)C2)N1 (stereo not drawn),0.4,-4.5,0.07,-3.3,-13.4,-0.2,-0.8,-0.1,1533,2.2,2.6
COC(=O)CCN1CCC(C(N)=O)CC1,13.1,0.1,-0.457,-1.1,-7.8,-7.9,-8.9,0.7,1417,-12.3,2.4
CSc1nc(Cc2ccccc2)nc2ccccc12,-0.6,0.8,0.91,4.7,-11.4,2.4,0.2,-0.7,1620,-3.6,-0.1
COc1ccccc1CNC(=O)c1c(O)c2cc(OC)c(OC)cc2[nH]c1=O,0.6,-4.4,.,-4.9,-22.4,1.7,6.9,0.2,1542,-1.1,1.0
COc1cc(O)cc2occ(-c3ccc(O)cc3)c(=O)c12,2.1,-7.1,.,2.9,-13.3,6.2,4.7,-0.3,1672,0.3,-0.4
Cc1cc(C(=O)COC(=O)c2ccc([N+](=O)[O-])o2)c(C)n1CC1CCCO1 (stereo not drawn),-7.6,81.5*,0.0537,-1.9,-18.9,-3.1,5.1,0.0,1513,-2.0,-0.2
CC1CN(CC(=O)Nc2cccc(C(=O)Nc3cccc(C(F)(F)F)c3)c2)CC(C)O1 (stereo not drawn),4.7,13.0,-0.579,0.6,.,3.7,5.6,-0.8,1711,-2.0,-1.4
COc1ccc2c(c1OC)C(=O)N1c3ccccc3SC21 (stereo not drawn),18.3,-3.4,0.492,-12.5,.,-2.4,-3.0,1.5,1428,-2.8,0.6
O=C(c1ccc(CN2CCOCC2)cc1)N1CCN(Cc2ccccc2)CC1,-6.5,75.7*,0.0219,-0.2,-2.1,3.0,3.3,0.6,1569,3.6,1.6
CCn1c2ccccc2c2cc(NC(=O)CSc3nccc(=O)[nH]3)ccc21,-2.9,89.6*,-0.457,7.4,8.2,14.4,3.3,3.6,1693,0.3,-0.2
CCC(C)c1ccc(S(=O)(=O)N2CC(=O)Nc3ccccc32)cc1 (stereo not drawn),7.1,3.5,.,-0.7,10.7,-3.7,-5.8,2.1,1289,-5.4,0.3
Nc1nc(N)nc(-c2ccccn2)n1,-1.7,-3.9,0.798,-4.3,10.6,5.0,4.3,0.7,1742,-8.6,2.3
O=C(CSc1n[nH]c(-c2ccc(S(=O)(=O)NC3CCCCC3)cc2)n1)N1CCCC1,-0.9,-3.8,.,-1.4,-30.0,3.7,4.1,3.0,1377,2.6,1.1
Cc1ccc2cc(CN(Cc3cccs3)Cc3nnnn3CC3CCCO3)c(=O)[nH]c2c1 (stereo not drawn),7.9,-1.2,.,8.7,-29.8,6.5,16.5,0.1,1652,-6.1,0.8
Cc1ccc(SCC(=O)Nc2cccnc2)cc1,.,-1.7,.,-3.8,.,3.7,8.4,.,1581,.,0.8
Cc1cc(CN(C)C(=O)CC2C(=O)NCCN2CC(c2ccccc2)c2ccccc2)on1 (stereo not drawn),-12.5,-2.7,.,-0.8,-10.2,0.2,10.1,-0.1,1552,-0.5,-0.5
COC(=O)CN(C#N)c1nc(N(C)C)nc(N(C)C)n1,7.5,0.6,.,-2.4,-10.9,7.1,-3.6,-0.1,1602,-0.1,-0.2
CCCCCCSc1nsc(NC(=O)CC(C)C)n1,10.3,13.3,-0.532,-1.6,6.4,-2.7,-4.7,0.0,1382,1.3,-0.2
COc1ccc(-n2nc(C(=O)NCC(=O)NCC3COc4ccccc4O3)c3ccccc3c2=O)cc1OC (stereo not drawn),3.7,1.0,0.586,-2.4,0.2,1.4,0.4,2.0,1521,2.5,-2.8
Cc1ccc(S(=O)(=O)N[C@H](C(=O)OCn2nnc3ccccc3c2=O)C(C)C)cc1,-0.6,67.4*,0.477,1.2,.,2.9,12.1,1.9,1614,1.7,0.0

# Next section, starting with the last 3 of the part before.
SMILES,bIAP inh,L major viab,ROMK mod,PPARg SRC-3 ag,S1P3 antagonist,PPARg SRC1 recr,PPARg SRC2 recr,RAM inhibit,TR-FRET SRC-2 ct,HMGR II inh,DTT redox prof
CCCCCCSc1nsc(NC(=O)CC(C)C)n1,10.3,13.3,-0.532,-1.6,6.4,-2.7,-4.7,0.0,1382,1.3,-0.2
COc1ccc(-n2nc(C(=O)NCC(=O)NCC3COc4ccccc4O3)c3ccccc3c2=O)cc1OC (stereo not drawn),3.7,1.0,0.586,-2.4,0.2,1.4,0.4,2.0,1521,2.5,-2.8
Cc1ccc(S(=O)(=O)N[C@H](C(=O)OCn2nnc3ccccc3c2=O)C(C)C)cc1,-0.6,67.4*,0.477,1.2,.,2.9,12.1,1.9,1614,1.7,0.0
COC(=O)c1sccc1NC(=O)c1ccncc1,-7.0,-6.2,.,-2.9,-0.1,8.8,6.5,1.1,1447,-5.4,0.1
Cc1c(CNCCc2ccc(Cl)cc2)c(C(=O)O)c(C)n1Cc1ccccc1,6.7,-10.2,-1.59,2.1,-1.0,4.8,10.7,0.1,1668,-4.6,-0.7
Cc1ccc(-c2cc(C(=O)N3CCCC3)no2)cc1,8.0,-6.2,.,17.2,0.5,-1.9,-1.4,-0.3,1403,-0.8,1.4
COc1ccccc1CNC(=O)C(NC(=O)c1ccccc1C)C(C)C (stereo not drawn),3.9,-3.6,-0.0839,0.6,-12.4,1.1,2.7,2.6,1727,-3.2,-0.1
COc1ccc2nc(SCC(=O)Nc3ccc4c(c3)OCCO4)[nH]c2c1,-8.8,-0.7,.,14.3,4.6,5.0,6.7,3.0,1647,2.6,0.8
C=CCOc1ccc(C=Nc2ccc(OC)cc2)c(O)c1,-15.8,0.8,0.0414,-1.6,-6.0,6.5,-5.9,1.0,1741,4.6,1.0
Cc1cc(-c2ccccc2)c(C#N)c(=S)[nH]1,-1.6,-5.5,.,8.8,-1.1,0.6,4.3,4.1,1589,1.1,0.4
Cc1ccc(C(=O)Nc2ccc3c(c2)ncn3C)cc1,13.5,7.5,.,8.3,22.4,5.2,3.4,-0.9,1608,2.1,-0.2
CCN(C(=O)COC(=O)c1ccc(N2C(=O)c3ccccc3C2=O)cc1)C1CCS(=O)(=O)C1 (stereo not drawn),-4.1,-1.2,0.35,3.0,-3.9,12.0,-4.1,3.4,1637,-8.0,-0.5
CC(=O)c1cccc(NC(=O)NCCS(C)=O)c1 (stereo not drawn),7.7,-0.3,.,-1.4,-19.1,-7.9,-1.3,1.2,1444,-7.8,1.9
CNC(=S)Nc1sc2c(c1C(=O)OC)CCC2,22.3,6.4,6.27*,9.1,1.1,13.7,5.2,2.7,1799,2.0,-1.1
CCNc1nc(SC(C)C(=O)Nc2ccccc2)nc(N(C)C)n1 (stereo not drawn),5.4,10.8,.,11.7,4.9,7.0,0.6,2.8,1575,-1.7,-1.1
O=C(NC1(C(F)(F)F)NC(=O)N(Cc2cccnc2)C1=O)c1cccs1 (stereo not drawn),3.8,-1.9,-0.383,10.7,-12.0,-0.6,0.1,1.8,1656,-0.4,0.6
COc1ccc(-c2nnc(-c3ccc(N(C)C)cc3)o2)cc1,5.9,-8.6,.,7.8,9.2,3.8,7.4,6.1,1609,0.9,4.5
CC(=O)Nc1ccc(OCC(O)CN2CCN(Cc3ccccc3)CC2)cc1 (stereo not drawn),-7.6,-8.1,-0.0655,0.3,-13.8,-0.2,1.7,1.2,1379,-3.5,0.4
COc1cc(CC(C#N)(CO)c2nc3ccccc3[nH]2)ccc1OC(F)F (stereo not drawn),16.8,82.3*,.,3.5,-0.1,-0.3,1.4,3.0,1616,-5.6,-0.3
COC(=O)CSc1nc2c(c(=O)[nH]c(=O)n2C)n1CCC(C)C,16.8,-6.7,0.003,13.7,23.0,6.4,12.4,-0.1,1516,-3.2,-0.8
CCCCn1nc2cc(C(=O)NCc3cc(C(F)(F)F)cc(C(F)(F)F)c3)ccc2c1OC,8.7,-4.0,.,7.4,.,-3.3,1.8,5.4,1566,-4.4,-2.8
CCn1c2ccccc2c2nnc(SCc3ccccc3)nc21,17.7,5.9,.,1.0,34.8,-4.8,-0.7,6.6,1439,3.4,-0.4
Cc1cc(C(C)(C)C)cc(S(=O)(=O)NCC(=O)O)c1C,-0.9,0.1,0.0682,4.2,-5.5,-4.0,-4.2,-0.2,1382,-2.4,0.6
O=C(O)c1cc(-c2ccco2)nn1-c1ccc(Cl)cc1,-10.4,-3.4,0.042,1.9,-7.0,1.1,5.7,1.0,1691,0.0,0.1
Cc1cc(C)c(NC(=O)c2ccc[n+](Cc3ccc([N+](=O)[O-])cc3)c2)c(C)c1,.,-0.6,-1.98,0.7,8.7,3.2,8.5,-0.5,1633,1.6,0.0
Cc1cc(C)nc(Nc2n[nH]c(-c3ccc(N)cc3)n2)n1,-35.3,7.3,1.51,10.1,.,5.2,8.5,-0.4,1632,-2.4,0.2
COc1ccccc1N=NC1=C(O)CC(C)(C)CC1=O,12.8,-2.6,-0.284,1.4,-4.7,6.9,6.0,1.9,1626,2.1,0.6
O=C(CSc1nncn1-c1ccccc1)c1c[nH]c2ccccc12,-1.7,7.6,0.778,1.0,-3.0,6.2,6.3,5.7,1496,0.4,-0.3
CNS(=O)(=O)c1cccc(C(=O)OCC(=O)/C=C2/N(C)c3ccccc3C2(C)C)c1,-8.3,7.9,-1.06,1.2,-5.8,2.5,7.6,1.8,1496,-3.0,0.3
CCCN1C(=O)C2(SC(NC(C)=O)=NN2C(C)=O)c2cc(C)ccc21 (stereo not drawn),7.3,-3.0,0.372,-0.3,-5.2,-0.1,3.9,0.1,1700,-1.1,0.2
OC(CNCC1CCCO1)Cn1c2ccc(Cl)cc2c2cc(Cl)ccc21 (stereo not drawn),0.8,100.4*,.,3.2,.,0.5,4.4,-0.8,1630,1.8,2.3
Cc1ccc(-c2nnc(SCC(=O)N/N=C/c3ccc(C)s3)n2-c2ccc(C)cc2)cc1,7.8,39.3,.,0.9,-10.4,1.9,5.9,7.9,1713,-8.1,0.4
O=c1[nH][nH]c(-c2ccccc2O)c1C(C[N+](=O)[O-])c1ccccc1 (stereo not drawn),-10.1,98.3*,-0.63,0.1,-12.8,1.2,3.6,1.6,1510,0.5,-0.1
CC1(C)CC(=O)C(C(C2=C(O)CC(C)(C)CC2=O)c2ccco2)C(=O)C1 (stereo not drawn),3.5,-5.9,-0.0496,-1.3,.,15.2,-5.2,-0.9,1495,4.7,-10.4
Cc1nn(C)c(Oc2cccc(C(F)(F)F)c2)c1C#N,-0.8,-0.5,0.457,1.7,-3.0,3.0,0.7,0.1,1489,6.7,-2.0
CC(NC(=O)COC(=O)c1ccc2c(c1)S(=O)(=O)N=C1CCCCCN12)C12CC3CC(CC(C3)C1)C2 (stereo not drawn),1.9,-4.9,.,-1.2,9.8,-4.9,1.1,1.9,1709,-4.0,0.7

# Compounds as they come, and some 13% of all compounds hit somewhere here.
